p47phox inh – p47phox (human) inhibition; P14598; inhibition, % at 24.7 µM; 220,000 tested, 0.53% active; p47phox/p22phox peptide binding, fluorescence polarization, 2 h;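 active = inhibition above about 30%, limit read from the data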;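 also: 0% = p47phox with labelled peptide and 100% = labelled peptide alone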
Target sequence (P14598 whole entry, looked up): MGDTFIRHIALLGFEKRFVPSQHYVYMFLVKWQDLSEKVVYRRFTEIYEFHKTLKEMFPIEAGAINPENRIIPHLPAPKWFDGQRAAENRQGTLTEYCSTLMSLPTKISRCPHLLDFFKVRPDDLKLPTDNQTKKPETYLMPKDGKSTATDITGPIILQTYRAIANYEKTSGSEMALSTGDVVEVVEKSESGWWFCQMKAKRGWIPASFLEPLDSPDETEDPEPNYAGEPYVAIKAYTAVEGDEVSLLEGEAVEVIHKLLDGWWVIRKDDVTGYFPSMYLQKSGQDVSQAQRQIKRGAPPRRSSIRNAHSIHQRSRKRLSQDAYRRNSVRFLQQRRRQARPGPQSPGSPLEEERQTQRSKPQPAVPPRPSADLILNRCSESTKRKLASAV
RBBP9 inhibitor – human RBBP9 hydrolase inhibition; O75884; recombinant RBBP9, FP-Rh probe fluorescence polarization; inhibition, % at 7.94 µM; 220,000 tested, 0.2% active; AID 1515;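 active = inhibition above the campaign mean of all tested compounds plus 3 SD, cut at about 14% in these data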;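 also: plate controls were DMSO wells with RBBP9 for no effect and wells lacking RBBP9 protein for full effect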
Target sequence (O75884 whole entry, looked up): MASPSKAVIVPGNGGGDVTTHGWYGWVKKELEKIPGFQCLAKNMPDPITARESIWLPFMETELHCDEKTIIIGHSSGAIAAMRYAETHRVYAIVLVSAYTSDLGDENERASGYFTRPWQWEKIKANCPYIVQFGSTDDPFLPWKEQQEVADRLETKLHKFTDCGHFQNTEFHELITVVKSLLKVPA
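System: RBBP9 protein / Buffer or medium: Tris/NaCl buffer pH 8.0 with 0.1% Pluronic / Probe or stimulus: Serine-hydrolase probe FP-Rh, 375 nM pre-mixing / Dosing: 7.94 µM single dose, 0.794% DMSO / Times: enzyme-compound preincubation 30 min, then probe labeling 45 min, 25 °C / Technique: fluorescence polarization (mP), excitation 525 nm, emission 598 nm / Replication: singlicate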
Runt-SMMHC FRET – inhibitors of human RUNX1 Runt domain binding to CBFb-SMMHC; AID 1434; 220,000 tested, 0.74% active; Cerulean-Runt/Venus-CBFb-SMMHC FRET ratio 530/480, 1 h; Q01196+Q13951; inhibition, % at 20 µM;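 active = mean inhibition across duplicate retests at 20 µM reaching about 50%, limit read from the data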;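 also: 0% = DMSO wells and 100% = wells with excess untagged CBFb-SMMHC; inhibitors lower the FRET ratio by blocking Runt binding to CBFb-SMMHC; some results filed as inactive read as strong as hits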
p97 ATPase inh – human p97 ATPase inhibition; P55072; recombinant p97 ATPase, Kinase-Glo ATP luminescence, 3 h; inhibition, % at 8 µM; 220,000 tested, 0.42% active; in the data active = inhibition above about 15%;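 also: 0% = DMSO vehicle and 100% = wells lacking enzyme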
Runt-CBFb FRET – blocks binding of human RUNX1 Runt domain to CBFb | Cerulean-Runt/Venus-CBFb FRET ratio 530/480, 1 h | AID 1496 | 220,000 tested, 0.46% active | inhibition, % at 20 µM;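 active = inhibition over about 50% at 20 µM in the single-dose screen, limit read from the data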;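 also: 0% = DMSO wells and 100% = excess unlabeled CBFb competitor control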
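Schedule: protein complex preformed 1 h, compound exposure 1 h, room temperature, dark; test system: Cerulean-labeled Runt domain protein; amount: 100 nM per protein; buffer or medium: Tris 50 mM pH 7.5, KCl, K2SO4, 0.01% BSA; read-out: loss of energy transfer signal; detection: FRET fluorescence; controls: 5 µM unlabeled CBFb as full-inhibition high control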
EBV gp42 inh – EBV gp42 inhibition | Q1HVG2 | Fluorescence polarization binding assay, mP read-out | inhibition, % (tested at 21.74 µM) | 220,000 tested, 0.42% active; in the data active = inhibition above about 50%
Target sequence (Q1HVG2 whole entry, looked up): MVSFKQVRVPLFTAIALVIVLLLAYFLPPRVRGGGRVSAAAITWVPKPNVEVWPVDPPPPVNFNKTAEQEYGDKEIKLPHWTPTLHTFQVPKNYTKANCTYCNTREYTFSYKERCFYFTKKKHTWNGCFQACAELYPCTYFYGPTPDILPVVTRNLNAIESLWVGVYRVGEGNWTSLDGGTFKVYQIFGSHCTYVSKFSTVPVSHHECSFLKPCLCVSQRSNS
Tb hexokinase – T. brucei hexokinase 1 inhibition; recombinant TbHK1, G6PDH-coupled NADH A340; 220,000 tested, 0.11% active; inhibition, % at 10 µM;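 active = inhibition of 50% or more in the single-dose primary screen; inactive = inhibition below 50%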
m-calpain inh – inhibitors of pig calpain II; purified calpain II, fluorogenic peptide substrate, 30 min; inhibition, % at 16 µM; 220,000 tested, 0.37% active;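 active = inhibition above about 50%, limit read from the data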
Furin inhibitor – human furin inhibition. P09958. purified furin, fluorogenic substrate cleavage. inhibition, % at 30 µM. 220,000 tested, 0.061% active. AID 463115; in the data active = inhibition above about 25%; also: inactives centre near -15
Active calls of the source: *; x = no result given; & = joins results of further samples; [ ] = another dose, or the depositor's remark. Rows were taken by chance; any-hit rate near 2.7%.

SMILES	p47phox inh	RBBP9 inhibitor	Runt-SMMHC FRET	p97 ATPase inh	Runt-CBFb FRET	EBV gp42 inh	Tb hexokinase	m-calpain inh	Furin inhibitor
COC(=O)Cn1nc(-c2ccc(C)c(S(=O)(=O)N(C)C)c2)c2ccccc2c1=O	-2	-1	3	1	-2	-4	-12	-4	-20
CCN(CCNC(=O)C1CCN(Cc2nc(-c3cccc(Cl)c3)oc2C)CC1)c1ccccc1	0	-5	-10	-8	-2	-1	-4	-13	-12
Cc1ccc(C(=O)O)cc1S(=O)(=O)N1CCC(C(=O)O)CC1	-4	-3	-4	5	1	-21	3	12	-6[20 µM]
Cc1ccc(-c2noc(CSc3nnc(-c4ccccc4)n3C)n2)cc1	-3	-3	0	-7	-1	-4	3	-9	-16[20 µM]
COC(=O)c1cc(O)c(OCc2ccccc2)c(O)c1	-8	-2	0	-1	5	-20	2	16	-23[20 µM]
Cc1ccc(OCC(=O)NN2C(=O)c3ccccc3C2=O)cc1	-2	-10	2	-2	0	9	0	-11	-12
c1ccc(-c2ccc(C(c3ccccc3)n3ccnc3)cc2)cc1 (stereo not drawn)	0&-4	2&-9	-3&-3	0&-9	0&-1	-3&-9	6	53*	-7
COc1ccc2[nH]c(=O)c(CN(Cc3cccs3)C(=S)Nc3cccc(C)c3)cc2c1	1	5	-6	3	3	-7	12	-46	-14
O=C(CSc1nc2ccccc2n1CCc1ccccc1)NC1CCS(=O)(=O)C1 (stereo not drawn)	-5	-10	0	-3	0	-10	-1	18	-12[20 µM]
COc1ccc(NC(=O)C(CCCCNC(=O)OC(C)(C)C)NC(=O)OCc2ccccc2)cc1 (stereo not drawn)	-16	-11	6	-5	-4	-53	21	-8	-26
O=C(Nc1ccccc1N1CCOCC1)c1ccccc1NS(=O)(=O)c1ccc(F)c(F)c1	-13	-3	1	2	-1	-13	-9	-27	-10[20 µM]
CN(C1CCCCC1)S(=O)(=O)c1ccc(NC(=O)C2CCCCC2)cc1	-11	-8	-4	-3	1	-1	-5	3	-21[20 µM]
COc1ccc(C(c2nnnn2Cc2ccccc2)N2CCN(c3nc4ccccc4s3)CC2)cc1OC (stereo not drawn)	-6	-9	-5	10	-4	-9	-11	-58	-15[20 µM]
CCOc1ccc(CC(C(N)=O)C(N)=O)cc1	5	-9	-2	-1	2	5	0	-7	-15
CC1(C)Cc2c(sc3c4nnnn4c4nnnn4c23)CO1	-5	-10	-2	-3	0	-14	-10	-242	-4
Cc1cc(Nc2nc(Cl)c(Cl)cc2Cl)n(-c2ccccc2)n1	1	-2	3	2	-3	-11	-5	16	-19
COc1ccc(-c2nnc(SCC(=O)Nc3ccccc3OC)o2)cc1	2	7	4	-2	-1	5	-2	32	8[20 µM]
Cc1oc(=O)c(NC(=O)c2ccc(Cl)cc2)cc1C(=O)c1ccccc1	-36	-12	7	3	13	-40	-8	-18	-19[20 µM]
CCn1cc(C(=O)NCc2ccccc2Cl)cn1	0	-12	5	-2	-1	-2	-4	-7	-23
O=C(Nc1nnc(C2CC2)s1)C1Cc2ccccc2CN1C(=O)c1ccco1 (stereo not drawn)	-12	-4	-3	0	3	0	-1	-42	-15
COC(=O)c1ccccc1OCCOCCOc1cccc2ccc(C)nc12	-4	-2	4	-1	-2	4	-3	-25	-13
COc1ccc(-c2cnc(SCC(=O)Nc3nc(C(C)(C)C)cs3)n2Cc2ccco2)cc1	-112	-9	-6	-4	5	-28	1	-81	-2[20 µM]
O=C(Cc1ccccc1F)Nc1nc(-c2cccs2)cs1	-6	-13	0	0	-2	2	1	36	-11
O=C(O)c1ccccc1-c1ccccc1C(=O)NNc1ccc([N+](=O)[O-])cc1	-7	2	-5	4	1	-22	-36	17	-7
O=C(c1ccc(Cl)c([N+](=O)[O-])c1)N1CCN(c2ccccc2)CC1	-4	-5	-4	9	-2	-4	-7	14	-25
CCCNC(=S)NC1CCCC1	7	0	0	4	3	0	-3	14	-13[20 µM]
CCCC/C(=N\NC(=O)c1ccc(Br)o1)c1ccccc1	-5	-3	2	-2	-2	-6	-11	1	-25
CCOc1cc(C(=O)NC2=NCCS2)cc(OCC)c1OCC	2	-3	-1	3	-2	-16	0	-5	-19
CC(=O)C1=C(c2ccccc2)NC(=O)NC1c1ccccc1OCC#N (stereo not drawn)	0	0	0	-1	1	-29	-8	9	-8[20 µM]
Cc1cccc(CC(=O)N2CCC(N3CCC(C(=O)N4CCOCC4)CC3)CC2)c1	-38	-6	2	4	0	-14	-2	10	-12
COc1ccc2oc(-c3ccccc3)c(C(N)=O)c2c1	-9	-4	2	3	2	-27	-1	-415	-23
O=C(N/C(C(=O)N1CCOCC1)=C(\Sc1ncccn1)c1ccccc1)c1ccccc1	-9	-5	6	3	7	-14	22	11	-6
COc1cc(OC)cc(C(=O)NCc2ccc3[nH]c(C)cc3c2)c1	-4	4	-9	1	-1	-7	6	31	-23
CCOC(=O)C1Cc2ccccc2CN1 (stereo not drawn)	4	0	3	15*	0	-1	1	29	-20
O=C1/C(=C/c2cccnc2)SC(=S)N1CC1CCCO1 (stereo not drawn)	-11	-12	1	4	7	-15	-11	6	-14
CSc1cccc(NC(=O)Nc2ccccc2C(N)=O)c1	0	-6	0	7	-1	-5	-5	-31	-12
CCCc1[nH]nc2c1C(c1ccoc1)C(C#N)=C(N)O2 (stereo not drawn)	1	-6	-1	6	-2	-8	-11	-5	-1
O=C(NCCC1=CCCCC1)C(=O)NCC(c1ccco1)N1CCN(c2ccccc2F)CC1 (stereo not drawn)	-10	-2	-2	2	-4	-16	22	-6	-10
CCn1c(O)c(C=NCc2cccs2)c(=O)n(CC)c1=S	-8	-3	1	2	0	4	-42	-20	-12[20 µM]
O=c1[nH]cnc2nc3n(c12)CCCCC3	-6	4	4	2	-1	3	0	12	-17
CC1CCN(C(=O)Cn2ncc3c4ccccc4n(C)c3c2=O)CC1	-3	-8	3	2	-3	-1	-17	-32	-20
CCCCCCOc1ccc(C(=O)NCCCn2ccnc2)cc1	-6	-3	-1	-1	-3	2	0	-28	-10
C=CCOC(=O)c1c(C)nc2cc3c(cc2c1C)OCO3	19	-4	9	-8	-7	15	-11	2	-20
COc1ccc(NC(=O)CCNC(=O)Cn2ccc3ccccc3c2=O)c(OC)c1	-5	-6	-1	2	-2	-4	-12	-16	-13[20 µM]
O=C(CSc1ccccc1)Nc1ccc(C(=O)Nc2ccc(O)cc2)cc1	-21	-10	-22	-1	1	-7	-8	7	-6
COc1ccc(C(=O)OCC(=O)NC(=O)NC2CCCC2)c(O)c1	-7	-5	-2	-9	-1	-10	9	25	-13
CCCCNC(=O)CSc1nc(O)c(Cc2ccc(OC)cc2)c(=O)[nH]1	-2	-8	1	-2	-1	12	8	-9	-16
CCOC(=O)Cn1c(=O)c(-c2cc(Br)ccc2N)nc2ccccc21	-120	-4	-69	-2	-30	60*	-2	-5	-20
CCOc1[nH]n(-c2ccc(Cl)cc2)c(=O)c1C=Nc1ccc(Cl)cc1	-11	-2	1	5	-3	-1	-9	-3	-6
COC(=O)c1ccc(NC(=O)CN2CCN(c3ccccc3C)CC2)cc1	-15	-4	-3	-4	1	-10	6	9	-18[20 µM]
Cc1cc2cc3c(cc2nc1SCC(=O)OC(C)C)OCO3	-8	-1	0	0	-2	-2	-8	16	-19[20 µM]
O=C(NC(=S)Nc1ccc2c(c1)OCCO2)c1ccccc1F	6	-10	-1	1	-1	-3	3	-3	-29
COc1ccc(OC)c(C(=O)CSc2nc3ncccc3[nH]2)c1	0	-2	-4	0	-1	-12	1	-4	-6
CC1Cc2ccccc2N1C(=O)CSc1nnc(-c2ccc(S(=O)(=O)N3CCOCC3)cc2)n1C (stereo not drawn)	-20	-5	-2	4	1	-14	19	-1	-16
Cc1ccc(C)c(-n2nnnc2SCC(=O)NNC(=O)c2ccco2)c1	19	-11	-1	-2	0	8	7	20	-6
COc1ccccc1OC(=O)CCN1c2ccccc2Sc2ccccc21	-24	-2	2	3	-2	-12	-1	2	-15
Cc1ccc(OCC(O)Cn2c(=N)n(Cc3ccccc3)c3ccccc32)cc1 (stereo not drawn)	-9	0	2	0	0	-18	13	-6	-16[20 µM]
CCC(C)c1ccc(S(=O)(=O)N2CC(=O)Nc3ccccc32)cc1 (stereo not drawn)	8	-1	3	2	-2	-17	5	20	-20
CCSc1nc2ccccc2c(=O)n1Cc1ccc(F)cc1	-2	-7	0	-2	-2	8	1	2	-16
O=C(COc1ccc(Br)cc1Cl)NC(=O)NCc1ccccc1	-7	-14	-4	-3	-4	-1	36	40	-5
Other results follow:
SMILES	p47phox inh	RBBP9 inhibitor	Runt-SMMHC FRET	p97 ATPase inh	Runt-CBFb FRET	EBV gp42 inh	Tb hexokinase	m-calpain inh	Furin inhibitor
COc1ccccc1/C=N/NC1=NCCCCC1	6	8	-4	3	-9	-11	-21	8	2[20 µM]
C/C(CCN1CCCCc2nc(C)c(C)cc21)=N\O[C@@H](C)c1cn([C@H](CO)Cc2ccccc2)nn1	-14	-3	4	3	-2	7	-4	-11	-13
CCn1c(=O)c([N+](=O)[O-])c(NCc2ccco2)c2ccccc21	-1	-10	1	2	6	6	-18	-8	-7
CCN1CCN(C(=O)CCN2C(=O)c3ccccc3C2=O)CC1	6	1	-3	0	1	-3	-3	-12	-25
CCSc1nnc(NC(=O)c2ccccc2)s1	-8	0	1	1	-2	-12	-17	18	-7
CCCS(=O)(=O)N1CCCC(C(=O)NCCN(C)Cc2ccccc2)C1 (stereo not drawn)	-14	-3	2	-1	-1	-7	1	-2	-12
Clc1ccc(CNc2ccccn2)cc1	-8	1	0	6	0	-18	-2	-12	-22
O=C(O)Cc1ccc(O)c(O)c1	10	x	10	x	8	-19	-2	-27	-28
CC(=O)Nc1sc2c(c1C(c1ccccc1)N1CCOCC1)CCCC2 (stereo not drawn)	4	2	-6	1	-5	-3	-10	-6	-14[20 µM]
C1CCC(c2nn3c(-c4n[nH]c5c4CCC5)nnc3s2)CC1	0	-3	-1	-2	-3	-13	-2	-51	-24
COc1cccc(COc2cc3ccccc3nc2C)c1	-15	-7	-2	-2	-4	-8	-6	-4	-16
COC(=O)C(C)NC(=O)C12CC3CC(CC(C3)C1)C2 (stereo not drawn)	-13	0	-20	5	1	-22	-3	-18	-5[20 µM]
CCSc1nc2c(c(=O)[nH]1)C(c1ccncc1)C(C(=O)OC(C)C)=C(C)N2 (stereo not drawn)	-3	4	-2	4	-4	-7	-13	19	-18
COc1ccccc1N1CCN(Cc2ccco2)CC1	-7	-3	-4	5	-1	-20	-3	9	-16
COc1ccccc1/C=C/C=N/n1c(C)nnc1C	8	-6	5	2	-2	-4	-42	-17	-1
